TRHR ag: qHTS for Small Molecule Agonists and Allosteric Enhancers of Human TRH Receptor: Primary Screen for Agonists. Thyrotropin-releasing hormone receptor (Homo sapiens), P34981. TRHR cells, calcium flux fluo-8, FDSS agonist mode. activation, % at 2 µM. 360,000 tested, 0.18% active. AID 493084, 2011; further: 0% is about no effect
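Agonist-mode FDSS calcium read (Ex 480/Em 530, 1 s cycles) in 1536-well TRHR cells with fluo-8 dye, after 10-cycle baseline and 23 nL compound addition; TRH at EC20 (10 nM final) added afterwards for the enhancer phase.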
D1 agonist: Allosteric Agonists of the Human D1 Dopamine Receptor: qHTS; D(1A) dopamine receptor (Homo sapiens), P21728; HEK293 T-REx D1 cells, calcium flux, agonist mode; activation, % at 2 µM; 360,000 tested, 1% active; further: 0% is about no effect
Target sequence (P21728 whole entry, looked up): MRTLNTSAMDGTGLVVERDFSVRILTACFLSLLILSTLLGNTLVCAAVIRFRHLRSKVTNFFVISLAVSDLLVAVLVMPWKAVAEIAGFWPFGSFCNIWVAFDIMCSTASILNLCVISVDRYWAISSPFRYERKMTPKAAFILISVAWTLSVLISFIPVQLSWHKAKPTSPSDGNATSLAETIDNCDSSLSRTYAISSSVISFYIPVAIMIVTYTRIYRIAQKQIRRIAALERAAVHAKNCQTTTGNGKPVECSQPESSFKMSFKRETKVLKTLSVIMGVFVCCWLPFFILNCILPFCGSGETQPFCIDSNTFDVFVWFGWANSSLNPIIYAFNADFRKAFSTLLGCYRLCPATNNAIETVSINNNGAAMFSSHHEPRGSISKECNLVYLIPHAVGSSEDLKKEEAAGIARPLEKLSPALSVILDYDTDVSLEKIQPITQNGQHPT
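Tetracycline-induced HEK293 TREx D1 cells, force-coupled to calcium signalling, were dye-loaded with a no-wash calcium kit. Compound was pin-added after a 10 s baseline. Fluorescence was read kinetically at 1 cycle/s for 180 s, with calcium rises flagged as agonism.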
D2 antag: HTS Assay for Allosteric Antagonists of the Human D2 Dopamine Receptor: Primary Screen for Antagonists. D(2) dopamine receptor (Homo sapiens), P14416. HEK293 TREx D2 cells, calcium flux, dopamine EC80. inhibition, % at 10 µM. 340,000 tested, 2% active. AID 485344, 2010; in the data active means inhibition above about 30%; further: 0% is about no effect
Target sequence (P14416 whole entry, looked up): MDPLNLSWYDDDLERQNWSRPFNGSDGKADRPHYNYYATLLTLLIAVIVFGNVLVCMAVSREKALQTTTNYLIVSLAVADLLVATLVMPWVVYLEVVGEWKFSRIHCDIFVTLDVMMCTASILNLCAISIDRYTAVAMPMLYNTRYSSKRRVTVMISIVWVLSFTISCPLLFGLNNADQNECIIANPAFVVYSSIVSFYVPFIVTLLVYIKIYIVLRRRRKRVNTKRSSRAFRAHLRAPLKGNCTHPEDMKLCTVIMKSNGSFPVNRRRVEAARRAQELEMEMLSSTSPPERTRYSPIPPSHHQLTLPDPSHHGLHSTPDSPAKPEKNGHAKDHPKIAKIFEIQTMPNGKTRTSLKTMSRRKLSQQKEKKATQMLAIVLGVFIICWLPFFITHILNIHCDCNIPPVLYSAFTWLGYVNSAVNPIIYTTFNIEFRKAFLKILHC
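HEK293 T-REx D2 cells, tet-induced, calcium dye no-wash. Cpd pintool add, 180 s kinetic, then EC80 DA, 180 s kinetic. Ca flux read.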
D1 antagonist: Antagonist of Human D 1 Dopamine Receptor: qHTS; HEK293 TREx D1 cells, calcium flux, dopamine EC80; hits give low values; activity change, negative = inhibition, % at 10 µM; 360,000 tested, 3.2% active; AID 504652, 2011; in the data active means activity change below about -30%; further: on the % scale 0 is the no-effect control and ±100 the full control effect
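Allosteric or orthosteric antagonism assessed as attenuation of the calcium response to EC80 dopamine, added 180 s after compound, in induced HEK293 Trex D1 cells loaded with no-wash calcium dye.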
RXFP1 antag: qHTS Assay for Antagonists of the Relaxin Receptor RXFP1 | Relaxin receptor 1 (Homo sapiens), Q9HBX9 | HEK293-RXFP1, relaxin-stimulated cAMP HTRF, 30 min; hits give low values | activity change, negative = inhibition, % at 57.5 µM | 350,000 tested, 0.59% active | AID 1259400, 2018;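 active means activity change of -60% or lower, but not beyond a set lower limit; inconclusive means change between -60% and -40%, or beyond the set limit; inactive means change above -40%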; further: on the % scale 0 is the no-effect control and ±100 the full control effect
D2 ag: HTS Assay for Allosteric Agonists of the Human D2 Dopamine Receptor: Primary Screen for Agonists | HEK293 T-REx D2 cells, calcium flux agonist mode | 340,000 tested, 0.53% active | activation, % at 2 µM;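 active means activation over 3 SD above normal in the single-dose calcium agonist read, cut at about 30% in these data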; further: 0% is about no effect
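Agonism scored from kinetic calcium signal (1 read/sec, 180 s) following compound pin transfer, after a 10 s baseline. Cells: HEK293 Trex line expressing inducible D2 receptor coupled to calcium, dye-loaded after overnight culture at 30 C.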
D2 potentiator: HTS Assay for Positive Allosteric Modulators of the Human D2 Dopamine Receptor: Primary Screen for Potentiators. potentiation, % at 10 µM. HEK293 T-REx D2, calcium flux, EC20 dopamine potentiation. 340,000 tested, 0.34% active. D(2) dopamine receptor (Homo sapiens), P14416;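 active means potentiation over 3 SD above the plate norm, cut at about 30% in these data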; further: 0% is about no effect
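Using a no-wash calcium dye in inducible, force-coupled HEK293 Trex cells expressing D2, we tracked fluorescence each second for 180 s after compound, then for 180 s after EC20 dopamine to detect augmented signalling.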
TRHR PAM: qHTS for Small Molecule Agonists and Allosteric Enhancers of Human TRH Receptor: Primary Screen for Enhancers; Thyrotropin-releasing hormone receptor (Homo sapiens), P34981; TRHR cells, fluo-8 calcium fluorescence, EC20 TRH enhancement; enhancement, % at 2 µM; 360,000 tested, 0.66% active; AID 493056, 2011; in the data active means enhancement above about 30%; further: 0% is about no effect
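TRHR-expressing cells loaded with fluo-8 calcium dye were read kinetically (ex 480/em 530) during compound addition, then stimulated with an EC20 of TRH (10 nM final). Enhancement of the Gq-mediated intracellular calcium response was scored.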
D1 potentiator: Potentiators of Human D1 Dopamine Receptor: qHTS. potentiation, % at 10 µM. HEK293 TREx D1 cells, calcium flux, dopamine EC20 potentiation. 360,000 tested, 0.036% active. D(1A) dopamine receptor (Homo sapiens), P21728; in the data active means potentiation above about 30%; further: 0% is about no effect
* hit, by the source's call; & = joins results of further samples; ! = a repeat was not active. Unless noted, no stated cut-off is given here; in the data, active means activation above about 30%; inactive means the rest.

Results for COc1ccccc1NC(=O)CN1CCN(CC(=O)Nc2ccc3c(c2)OCO3)CC1 ?
TRHR ag: -1.2; D1 agonist: 1; D2 antag: -7; D1 antagonist: -9; RXFP1 antag: -3; D2 ag: 0.0; D2 potentiator: 0; TRHR PAM: 0; D1 potentiator: -11

How did Cc1ccc(C)c(-n2nnnc2SCC(=O)c2c(N)n(C)c(=O)n(C)c2=O)c1 do in these assays?
TRHR ag: 0.4; D1 agonist: 12; D2 antag: -2; D1 antagonist: 9; D2 ag: 1.5; D2 potentiator: 4; TRHR PAM: -7; D1 potentiator: 0

Results for CC(=O)N1CCCc2cc(S(=O)(=O)N3CCCC(C(=O)N4CCN(c5cccc(Cl)c5)CC4)C3)ccc21 (stereo unspecified) ?
TRHR ag: -0.1&0.1; D1 agonist: -1&4; D2 antag: 3; D1 antagonist: -32*!; RXFP1 antag: inconclusive; D2 ag: 0.4&0.2; D2 potentiator: 27&7; TRHR PAM: -4&-2; D1 potentiator: -4&-2

Results for O=C(NCc1cccc(C(F)(F)F)c1)C1CCCN(c2ncccn2)C1 (stereo unspecified) ?
TRHR ag: 1.4; D1 agonist: 5; D2 antag: 3; D1 antagonist: -15; RXFP1 antag: 11; D2 ag: 67*; D2 potentiator: -33; TRHR PAM: -1; D1 potentiator: 1

Results for CCOc1cc(CNCC2CCCN2CC)cc(Cl)c1OC (stereo unspecified) ?
TRHR ag: 0.5; D1 agonist: 3; D1 antagonist: 11; RXFP1 antag: -2; D2 potentiator: 16; TRHR PAM: 0; D1 potentiator: -2

How did CN(C)CCCNc1ncnc2c1cnn2Cc1ccccc1Cl do in these assays?
TRHR ag: 0.6; D1 agonist: 5; D2 antag: -5; D1 antagonist: 16; RXFP1 antag: 23; D2 ag: 1.6; D2 potentiator: -8; TRHR PAM: -2; D1 potentiator: -5

What do the screens show for `CCc1ccc(-n2nc(C)c3c(C)cc(=O)n(CC(=O)N4CCCc5ccccc54)c32)cc1`?
TRHR ag: 0.3; D1 agonist: 2; D1 antagonist: -1; D2 ag: 0.3; D2 potentiator: -3; TRHR PAM: 4; D1 potentiator: -6

How did O=C(Nc1ccc(NC(=O)c2cccs2)c(Cl)c1)c1ccco1 do in these assays?
TRHR ag: -0.7; D1 agonist: 0; D2 antag: -22; D1 antagonist: -12; RXFP1 antag: 3; D2 ag: 0.6; D2 potentiator: 8; TRHR PAM: -3; D1 potentiator: -4

How did COc1ccc(CNS(=O)(=O)c2ccc(OC)cc2)cc1 do in these assays?
TRHR ag: -0.6; D1 agonist: 2; D2 antag: -21; D1 antagonist: 7; RXFP1 antag: -2; D2 ag: -0.1; D2 potentiator: -3; TRHR PAM: 1; D1 potentiator: 1

How did COc1ccc(NC(=O)c2cc(C)cc(C)c2)cc1S(=O)(=O)N1CCCCC1 do in these assays?
TRHR ag: 0.1; D1 agonist: 6; D2 antag: -21; D1 antagonist: -12; RXFP1 antag: 5; D2 ag: -2.9; D2 potentiator: 4; TRHR PAM: -1; D1 potentiator: -5

Results for CCC1CCCCN1CCCNC(=O)CCC(=O)N1CCOc2ccccc21 (stereo unspecified) ?
TRHR ag: -0.5; D1 agonist: 5; D2 antag: 3; D1 antagonist: -30*; RXFP1 antag: 5; D2 ag: 2.6; D2 potentiator: -7; TRHR PAM: 4; D1 potentiator: 0

How did CCOc1ccc(NC(=O)CN(C)C(=O)CSC(C)C(=O)Nc2cc(C)on2)cc1OCC (stereo unspecified) do in these assays?
TRHR ag: -1.0; D1 agonist: 3; D2 antag: 15; D1 antagonist: 4; RXFP1 antag: 8; D2 ag: 0.1; D2 potentiator: -9; TRHR PAM: 5; D1 potentiator: 1

Results for COc1ccccc1C(=O)Nc1cc(C)on1 ?
TRHR ag: -0.7; D1 agonist: 0; D1 antagonist: -11; RXFP1 antag: 4; D2 potentiator: 6; TRHR PAM: -7; D1 potentiator: 0

Results for CCOc1ccc(NC(=O)CN(Cc2ccccc2)S(=O)(=O)c2ccc3nc(C)sc3c2)cc1 ?
TRHR ag: 1.1; D1 agonist: 1; D1 antagonist: 0; RXFP1 antag: -11; D2 ag: 0.1; TRHR PAM: -2; D1 potentiator: -6

What do the screens show for `Cc1ccc(Cl)cc1NC(=O)CCn1cnc2ccccc2c1=O`?
TRHR ag: -0.2; D1 agonist: 1; D1 antagonist: -13; RXFP1 antag: -1; D2 ag: 0.5; D2 potentiator: -9; TRHR PAM: 0; D1 potentiator: 0

A draw from above in order of count of non-hydrogen atoms, highest first:
Results for CC(=O)N1CCCc2cc(S(=O)(=O)N3CCCC(C(=O)N4CCN(c5cccc(Cl)c5)CC4)C3)ccc21 (stereo unspecified) ?
TRHR ag: -0.1&0.1; D1 agonist: -1&4; D2 antag: 3; D1 antagonist: -32*!; RXFP1 antag: inconclusive; D2 ag: 0.4&0.2; D2 potentiator: 27&7; TRHR PAM: -4&-2; D1 potentiator: -4&-2

How did COc1ccc(NC(=O)c2cc(C)cc(C)c2)cc1S(=O)(=O)N1CCCCC1 do in these assays?
TRHR ag: 0.1; D1 agonist: 6; D2 antag: -21; D1 antagonist: -12; RXFP1 antag: 5; D2 ag: -2.9; D2 potentiator: 4; TRHR PAM: -1; D1 potentiator: -5

How did CN(C)CCCNc1ncnc2c1cnn2Cc1ccccc1Cl do in these assays?
TRHR ag: 0.6; D1 agonist: 5; D2 antag: -5; D1 antagonist: 16; RXFP1 antag: 23; D2 ag: 1.6; D2 potentiator: -8; TRHR PAM: -2; D1 potentiator: -5

How did O=C(Nc1ccc(NC(=O)c2cccs2)c(Cl)c1)c1ccco1 do in these assays?
TRHR ag: -0.7; D1 agonist: 0; D2 antag: -22; D1 antagonist: -12; RXFP1 antag: 3; D2 ag: 0.6; D2 potentiator: 8; TRHR PAM: -3; D1 potentiator: -4

The results go on.
Results for CCCn1cc(S(=O)(=O)c2ccc(OC)cc2)c(=O)c2cc(F)c(N3CCCCCC3)cc21 ?
TRHR ag: -0.1; D1 agonist: 3; D1 antagonist: 7; RXFP1 antag: -35; D2 potentiator: 4; TRHR PAM: 19; D1 potentiator: 8

What do the screens show for `COc1ccc(-c2nc3scc(CCNS(=O)(=O)c4ccc(F)c(C(F)(F)F)c4)n3n2)cc1OC`?
TRHR ag: 0.3; D1 agonist: -3; RXFP1 antag: -13; D2 ag: 0.6; D2 potentiator: -1; TRHR PAM: -4; D1 potentiator: -1

What do the screens show for `CCNC(=S)/N=C(\N)Nc1nc(C)c2cc(C)ccc2n1`?
TRHR ag: -0.8; D1 agonist: 4; D2 antag: -2; D1 antagonist: -12; RXFP1 antag: -9; D2 ag: 2.0; D2 potentiator: -7; TRHR PAM: -10; D1 potentiator: -4

Results for C/C(N)=N\S(=O)(=O)c1ccc(Cl)cc1 ?
TRHR ag: -0.4; D1 agonist: 1; D2 antag: -21; D1 antagonist: -17; RXFP1 antag: -6; D2 ag: 0.0; D2 potentiator: 3; TRHR PAM: -5; D1 potentiator: 0

Results for Cc1cccc(C(=O)NC2CC3CCCC(C2)N3C(=O)Nc2ccccc2)c1 (stereo unspecified) ?
TRHR ag: -1.1; D1 agonist: 0; D2 antag: -4; D1 antagonist: 6; RXFP1 antag: 1; D2 ag: -0.1; D2 potentiator: 5; TRHR PAM: 10; D1 potentiator: 0

What do the screens show for `COc1ccccc1N1CCN(c2ncnc3c2c(-c2ccccc2)cn3-c2cccc(Cl)c2)CC1`?
TRHR ag: 0.2; D1 agonist: -2; D1 antagonist: 16; RXFP1 antag: -6; D2 ag: 0.3; D2 potentiator: 6; TRHR PAM: 1; D1 potentiator: -1

What do the screens show for `S=C(NCCc1ccccc1)N/N=C/c1ccccc1Cl`?
TRHR ag: 0.1; D1 agonist: 5; D2 antag: -7; D1 antagonist: -33*; RXFP1 antag: -5; D2 ag: 1.5; D2 potentiator: 12; TRHR PAM: 15; D1 potentiator: 5

What do the screens show for `COc1ccc([N+](=O)[O-])cc1NC(=O)c1cccs1`?
TRHR ag: -0.5; D1 agonist: 1; D2 antag: 4; D1 antagonist: 21; RXFP1 antag: 6; D2 ag: -5.6; D2 potentiator: -7; TRHR PAM: -2; D1 potentiator: -7

How did CC1CCCN(CCCNC(=O)C2CC(=O)N(c3ccc(F)c(Cl)c3)C2)C1 (stereo unspecified) do in these assays?
TRHR ag: 0.0; D1 agonist: 4; D2 antag: 22; D1 antagonist: 0; RXFP1 antag: 0; D2 ag: -0.3; D2 potentiator: -9; TRHR PAM: -6; D1 potentiator: -5

Results for COc1cc(OC)cc(C(=O)Nc2cc(C)nn2-c2ccccc2)c1 ?
TRHR ag: -1.2; D1 agonist: 5; D2 antag: -3; D1 antagonist: 1; RXFP1 antag: -1; D2 ag: 1.5; D2 potentiator: -1; TRHR PAM: 7

What do the screens show for `O=C(COc1ccc(F)cc1Br)N1CCN(c2ncccn2)CC1`?
TRHR ag: 0.3; D1 agonist: 4; D2 antag: -5; D1 antagonist: -26; RXFP1 antag: -5; D2 ag: 1.2; D2 potentiator: 8; TRHR PAM: 9; D1 potentiator: -4

What do the screens show for `O=C(O)c1ccc(N2C(=O)CC(SC(=Nc3ccccc3)Nc3ccccc3)C2=O)cc1` (stereo unspecified)?
TRHR ag: 0.1; D1 agonist: 2; D2 antag: 4; D1 antagonist: -13; RXFP1 antag: -3; D2 ag: 0.9; D2 potentiator: 4; TRHR PAM: -3; D1 potentiator: -2

What do the screens show for `CCOC(=O)c1nc(-c2ccc3c(c2)OCO3)[nH]c1C`?
TRHR ag: -0.2; D1 agonist: 2; D2 antag: -15; D1 antagonist: -3; RXFP1 antag: 6; D2 ag: 0.3; D2 potentiator: -3; TRHR PAM: 4; D1 potentiator: -1

Results for CCc1cc(C(=O)NCC(c2ccco2)N2CCCCC2)sc1C (stereo unspecified) ?
TRHR ag: 2.0; D1 agonist: 5; D2 antag: 39*; D1 antagonist: 25; RXFP1 antag: -1; D2 ag: 0.0; D2 potentiator: -31; TRHR PAM: -4; D1 potentiator: 0

What do the screens show for `COc1ccccc1NC(=O)CSCc1cc(=O)n2ccsc2n1`?
TRHR ag: 1.1; D1 agonist: 2; D2 antag: 19; D1 antagonist: 17; RXFP1 antag: 5; D2 ag: 0.4; D2 potentiator: -4; TRHR PAM: -1; D1 potentiator: -2

Results for CCOC(=O)c1c(-c2ccccc2)csc1NC(=O)CSc1nnnn1C ?
TRHR ag: -0.3; D1 agonist: 4; D2 antag: -2; D1 antagonist: -4; RXFP1 antag: 7; D2 ag: -0.5; D2 potentiator: 1; TRHR PAM: -2; D1 potentiator: 7

Assay outcomes deposited in PubChem by National Center for Advancing Translational Sciences (NCATS).
